Screening data deposited in PubChem BioAssay by The Scripps Research Institute Molecular Screening Center.
OXTR potentiate: human OXTR potentiators, primary screen, fluorescence, CHO-OTR cells, Fluo-8 calcium | activation, % at 3 µM | AID 2445, 2010 | hit rate 0.061% among 320,000 | Fluo-8 calcium fluorescence, potentiator mode; 0% = oxytocin EC15, 100% = EC100 | Oxytocin receptor (Homo sapiens), P30559;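 active = activation above that plate's cutoff, the mean activation of tested compounds plus 3 SD, cut at about 6.6% in these data, passing the limit was not always enough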;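 also: 100% uses oxytocin at 75 nM as the full agonist control; some results filed as inactive read as strong as hits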
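Replication – single well per compound, singlicate · Assay system – CHO cell line stably expressing human OTR · Timing – 6 min pre-incubation, 100 s read · Measure – normalized max/min fluorescence ratio, % activation · Doses – 3.0 µM, one dose · Detection – Fluo-8 calcium dye fluorescence · Probe or stimulus – oxytocin near EC15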
CHO-K1 Ca antag: counter-screen for M1 antagonists: effect in parental CHO-K1 cells | inhibition, % at 3 µM | AID 602250 | ATP-induced calcium, Fluo-8 fluorescence | hit rate 0.6% among 360,000;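 active = inhibition above a per-plate cutoff, the plate's mean sample inhibition plus 3 SD, cut at about 24% in these data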;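 also: 0% = DMSO plus EC80 ATP and 100% = DMSO alone without ATP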
TAAR1 antagonist: human TAAR1 antagonists, primary screen, Fluo-8 calcium fluorescence, CHO RD-HGA16 cells; Trace amine-associated receptor 1 (Homo sapiens), Q96RJ0; antagonist; inhibition, % at 3 µM; hit rate 1.5% among 360,000;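 active = inhibition above a per-plate cutoff, the mean inhibition of test compounds on that plate plus 3 SD, cut at about 49% in these data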;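 also: 0% = DMSO plus EC80 beta-PEA response and 100% = DMSO alone without agonist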
Target sequence (Q96RJ0 whole entry, looked up): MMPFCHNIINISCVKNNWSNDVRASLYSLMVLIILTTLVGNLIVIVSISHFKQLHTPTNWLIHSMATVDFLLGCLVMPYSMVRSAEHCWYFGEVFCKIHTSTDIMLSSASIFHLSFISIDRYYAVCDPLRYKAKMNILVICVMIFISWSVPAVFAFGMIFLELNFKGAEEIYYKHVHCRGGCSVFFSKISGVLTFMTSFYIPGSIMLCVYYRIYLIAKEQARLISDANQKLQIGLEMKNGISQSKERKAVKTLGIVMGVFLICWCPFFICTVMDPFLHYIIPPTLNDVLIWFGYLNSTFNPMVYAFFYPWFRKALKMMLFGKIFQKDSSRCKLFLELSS
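Assay system: CHO-derived RD-HGA16 cells stably expressing human TAAR1 plus Gα16. Timing: 140 s kinetic read after compound, 140 s after agonist. Technique: kinetic Fluo-8 calcium fluorescence measurement. Measure: % inhibition of agonist calcium response.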
GPR7 antagonist: GPR7 receptor antagonists, primary screen, cell-based, fluorescence, single concentration. Neuropeptides B/W receptor type 1 (Homo sapiens), P48145. GPR7-expressing cells, fluorescence antagonist assay. inhibition, % at 4.4 µM. hit rate 1.1% among 290,000. AID 1861, 2009; in the data active = inhibition above about 16%, passing the limit was not always enough;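 also: cells stimulated with the agonist NPW; 0% = agonist with vehicle and 100% = vehicle without agonist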
Target sequence (P48145 whole entry, looked up): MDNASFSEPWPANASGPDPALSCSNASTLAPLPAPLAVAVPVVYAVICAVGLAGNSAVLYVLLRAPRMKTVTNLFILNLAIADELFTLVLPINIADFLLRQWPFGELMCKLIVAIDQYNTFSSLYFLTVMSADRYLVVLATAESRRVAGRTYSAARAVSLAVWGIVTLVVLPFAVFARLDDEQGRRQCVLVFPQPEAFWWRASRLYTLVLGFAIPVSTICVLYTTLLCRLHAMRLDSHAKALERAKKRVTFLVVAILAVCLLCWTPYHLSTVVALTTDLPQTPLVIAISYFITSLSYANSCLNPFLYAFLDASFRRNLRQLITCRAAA
OXTR agonist: human OXTR agonists, primary screen, fluorescence, CHO-OTR cells, Fluo-8 calcium; Fluo-8 calcium fluorescence; normalized: DMSO 0%, oxytocin 100%; activation, % at 3 µM; hit rate 0.32% among 320,000; AID 2435, 2010;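 active = activation above the mean of all tested compounds plus 3 SD, cutoff set per screening run, cut at about 20% in these data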;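 also: peak over basal fluorescence ratio from a 100 s FLIPR kinetic read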
M1 ag parental: counter-screen for M1 agonists: effect in parental CHO-K1 cells; Fluo-8 calcium fluorescence; scaled to maximal ATP response, vehicle zero; activation, % at 3 µM; hit rate 0.48% among 360,000; AID 602248, 2012; in the data active = activation above about 15%;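 also: untransfected CHO-K1 host cells lacking M1 receptor as counterscreen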
CHO parental Ca: ATP-evoked calcium signal inhibitors, parental CHO, primary screen, counter-screen for OX1R antagonist project, cell-based, fluorescence, Fluo-8 calcium dye. hit rate 0.63% among 330,000. inhibition, % at 5.6 µM. parental CHO-K1, ATP-induced calcium, Fluo-8 fluorescence;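 active = inhibition above that plate's mean sample inhibition plus 3 SD, cut at about 26% in these data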;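 also: 0% = ATP-challenged DMSO wells and 100% = DMSO wells without ATP; some compounds past the cut are filed as inactive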
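Test system: parental CHO cells; detection: calcium-sensitive Fluo-8 fluorescence; evaluation: percent inhibition of calcium signal; also added: ATP as calcium-mobilizing challenge; repeats: one well per compound; control set: ATP-challenged DMSO wells low, unchallenged DMSO wells high; compound: single nominal dose of 5.6 µM per compound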
V1aR counter: agonists of human V1a receptor, primary screen, counter-screen for OXTR agonist project, fluorescence, CHO-V1R cells. Fluo-8 calcium fluorescence, agonist mode; 0% DMSO, 100% 3 nM vasopressin. activation, % at 3 µM. hit rate 0.25% among 320,000. Vasopressin V1a receptor (Homo sapiens), P37288;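 active = activation above the mean activation of all tested compounds plus 3 SD, per screening run, cut at about 20% in these data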;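 also: signal is peak over basal fluorescence ratio across a 100 second FLIPR read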
Target sequence (P37288 whole entry, looked up): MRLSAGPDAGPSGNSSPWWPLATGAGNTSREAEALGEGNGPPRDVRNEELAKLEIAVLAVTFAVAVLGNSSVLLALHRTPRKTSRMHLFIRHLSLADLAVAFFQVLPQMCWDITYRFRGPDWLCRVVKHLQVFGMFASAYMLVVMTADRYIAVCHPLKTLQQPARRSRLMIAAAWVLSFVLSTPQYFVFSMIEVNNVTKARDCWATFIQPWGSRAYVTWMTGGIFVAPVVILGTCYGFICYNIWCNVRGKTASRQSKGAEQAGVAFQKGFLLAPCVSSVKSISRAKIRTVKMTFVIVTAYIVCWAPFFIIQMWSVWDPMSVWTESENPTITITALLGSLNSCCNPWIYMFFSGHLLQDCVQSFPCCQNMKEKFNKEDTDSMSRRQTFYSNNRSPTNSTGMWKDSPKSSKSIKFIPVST
CHO-K1 Ca PAM: nonselective calcium activators in parental CHO-K1 cells, primary screen, counter-screen for M1 PAM project, cell-based, Fluo-8 calcium fluorescence, full deck, 1536-well. hit rate 0.02% among 360,000. ATP EC20; 0% at ATP EC20, 100% at ATP max. AID 602247, 2012. activation, % at 3 µM;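 active = activation above the run cutoff, the mean activation of all test compounds plus 3 SD, cut at about 40% in these data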;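 also: peak over basal fluorescence ratio in a 140 s read after ATP addition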
* = called active by the depositor; . = not tested or not shown.

SMILES	OXTR potentiate	CHO-K1 Ca antag	TAAR1 antagonist	GPR7 antagonist	OXTR agonist	M1 ag parental	CHO parental Ca	V1aR counter	CHO-K1 Ca PAM
COc1cc2c3nnc(-c4ccccc4)c-3cn(Cc3ccc(F)cc3)c2cc1OC	-10	9	-8	3	-1.3	3.1	-12	-0.9	18
O=C(NC(=S)NC(=O)c1ccccc1F)c1ccccc1F	1	1	-11	2	1.1	0.3	-16	1.0	5
Cn1ccnc1SCC(=O)Nc1nc2ccccc2s1	-5	-6	7	14	1.5	0.7	-9	0.5	7
O=C(/C=C/c1ccccc1)N1CCC(c2ccccc2)C1 (stereo unspecified)	-8	-8	0	-2	-2.6	0.2	-10	0.9	12
COc1ccccc1OCCNC(=O)c1ccc(C)c(S(=O)(=O)N2CCOCC2)c1	-6	3	-14	.	-0.2	2.3	-32	0.7	-2
COc1cc2cc(CN(CCc3cccc(C)c3)C(=S)NCCCN3CCOCC3)c(=O)[nH]c2cc1OC	-5	-5	-5	-2	0.3	0.1	-32	0.3	22
CCN(C[C@H]1N[C@@](C)(C(=O)OC)[C@H]2C(=O)N(C)C(=O)[C@@H]12)S(=O)(=O)c1ccc(F)cc1	7	-10	4	.	2.7	-0.1	-12	-0.6	14
CCOc1ccc2nc(NC(=O)CSc3nc4ccccc4c(=O)n3Cc3ccco3)sc2c1	-5	-3	-2	-9	0.6	0.0	-25	-0.2	19
CCCNC(=O)Cn1nc(C(F)(F)F)cc1C	-4	3	-17	-8	-0.3	0.2	-10	0.4	-6
COC(=O)c1cc(S(=O)(=O)NCC2CCN(Cc3cccc(F)c3)CC2)c[nH]1	-1	23	12	-12	0.1	-0.2	-8	0.4	-7
CCn1c(N2CCN(CC(=O)c3c(C)n(C)c4ccc(OC)cc34)CC2)nc2c1c(=O)[nH]c(=O)n2C	-1	-6	-34	-3	-1.3	0.1	-12	-0.9	3
Cc1ccc(S(=O)(=O)N(C)Cc2ccc(C(=O)NN=C(CC(C)C)CC(C)C)cc2)cc1	-8	-5	17	3	-0.8	1.0	2	0.1	15
COc1cc(S(=O)(=O)N2CCN(C(=O)c3ccco3)CC2)ccc1Cl	-7	-10	-5	-8	7.1	1.3	-17	0.3	20
CCCSc1nnc(NC(=O)CSc2nc3[nH]c(=O)cc(O)c3s2)s1	1	-11	5	.	0.7	-0.3	-1	0.2	15
O=C(Nc1sc2c(c1C(=O)NC1CC1)CCCCCC2)c1ccco1	-3	2	0	-11	-1.6	-0.4	-13	-1.5	-8
COc1cc(OC)cc(-c2sc3ccc(OC)cc3c2-c2ccc3cc[nH]c3c2)c1	2	-3	-6	.	1.5	-0.2	5	0.9	8
COc1ccc(OC)c(-c2cc(C3CCN(c4cc(Cl)nc(N)n4)CC3)[nH]n2)c1	-8	25*	56*	-12	12	0.4	1	15	-7
Cc1nc(NNC(=O)c2ccc([N+](=O)[O-])cc2)cc(-c2ccccc2)n1	-2	7	-11	-7	4.3	5.9	0	3.4	2
CC(C)c1cc(-c2cc(-c3ccccc3)on2)nc(NC2CCCC2)n1	5	1	-14	.	-0.3	-0.2	-26	0.5	-20
COc1ccc(S(=O)(=O)Nc2ccc3c(c2)C(=O)N([C@H](C)CO)C[C@H](C)[C@@H](CN(C)C(=O)Nc2ccc(F)cc2)OCCCC[C@H](C)O3)cc1	.	-5	-9	.	.	-0.5	.	.	8
O=C1CCN(Cc2nnnn2CC2CCCO2)c2ccccc2N1 (stereo unspecified)	1	-9	.	-9	1.2	-0.1	0	-0.1	13
COc1ccc(-n2nc(C(=O)NCC(=O)N3CCCCCC3)c3ccccc3c2=O)cc1Cl	-19	-14	44	2	-1.8	2.7	-37	-0.8	5
O=c1[nH]c(=O)c2ncc(-c3ccc(Cl)cc3)nc2[nH]1	-1	.	.	-2	-0.9	.	-4	0.1	.
O=C(Cn1cc(S(=O)(=O)Cc2cccc([N+](=O)[O-])c2)c2ccccc21)N1CCOCC1	4	1	-6	-11	0.0	4.2	0	0.6	-4
c1ccc(-c2ccccc2OCCCN2CCCCCC2)cc1	-7	-2	7	12	3.4	3.0	-24	4.4	1
O=C(Nc1cccc(-c2cn3cccnc3n2)c1)c1ccc(Br)o1	-4	-8	1	2	0.5	3.7	-17	0.8	9
Cc1cc(C)nc(SCc2nnc(SCC(=O)NCc3ccco3)n2-c2ccccc2)n1	0	-11	-4	-3	-1.4	0.1	-11	-0.2	-1
CC(NC(=O)COC(=O)c1ccc2c(c1)OCO2)c1ccccc1 (stereo unspecified)	-9	-17	-20	-6	-0.2	1.3	-13	0.1	26
Cc1cc(Oc2ccc(C)c(Cl)c2)nc(SCC(=O)c2ccccc2)n1	-6	-2	0	0	0.8	1.2	-18	2.1	17
CC(NC(=O)CCNS(=O)(=O)c1cccc2nsnc12)c1ccccc1 (stereo unspecified)	-15	-16	-32	-6	-0.6	1.2	-12	-0.7	-7
CS/C(=N\N(C)C(N)=O)c1ccccc1	-8	4	-1	-9	0.0	15*	-2	0.8	16
COC(=O)CC1C(=O)NCCN1C(=S)Nc1ccc(F)cc1 (stereo unspecified)	-6	5	-3	-6	1.9	2.0	-7	-0.2	-21
CCCn1c(N)c(C(=O)CSc2nnnn2-c2ccc(O)cc2)c(=O)n(C)c1=O	-15	12	43	7	2.8	2.0	-2	4.1	9
CCc1ccc(S(=O)(=O)Nc2ccncc2)cc1	-3	-5	-4	-11	0.0	9.5	-1	0.2	12
NC(=O)c1ccc(Oc2ccc(C(N)=O)cc2)cc1	-17	-4	-17	-12	0.3	0.8	-4	0.5	-3
c1ccc(CN(Cc2ccccc2)C(c2ccnc3ccccc23)c2nnnn2-c2ccc3c(c2)OCCO3)cc1 (stereo unspecified)	.	-26	-19	.	.	1.6	.	.	28
CCOC(=O)C1CCCN(S(=O)(=O)c2ccc3c4c2CC(=O)N4CC(C)S3)C1 (stereo unspecified)	-9	-11	26	-6	1.0	7.0	-9	1.5	18
CC(C)Cc1cc(C(=O)Nc2ccc(Br)cc2)no1	-3	-13	-28	-11	-2.0	0.9	5	-0.5	13
O=C1N=c2ccccc2=C1c1sc(=O)[nH]c1O	3	-1	8	9	-1.4	0.0	-18	-1.9	7
CCC(=O)Nc1c(C(=O)N2CCN(c3ccccn3)CC2)cnn1-c1ccc(C)cc1	-4	1	-4	-13	-0.7	4.6	-8	-0.4	3

An excerpt of these results, with two lines to a compound:
Below each SMILES: OXTR potentiate	CHO-K1 Ca antag	TAAR1 antagonist	GPR7 antagonist	OXTR agonist	M1 ag parental	CHO parental Ca	V1aR counter	CHO-K1 Ca PAM
- O=C1CCN(Cc2nnnn2CC2CCCO2)c2ccccc2N1 (stereo unspecified)
→ 1	-9	.	-9	1.2	-0.1	0	-0.1	13
- COc1ccc(-n2nc(C(=O)NCC(=O)N3CCCCCC3)c3ccccc3c2=O)cc1Cl
→ -19	-14	44	2	-1.8	2.7	-37	-0.8	5
- O=c1[nH]c(=O)c2ncc(-c3ccc(Cl)cc3)nc2[nH]1
→ -1	.	.	-2	-0.9	.	-4	0.1	.
- O=C(Cn1cc(S(=O)(=O)Cc2cccc([N+](=O)[O-])c2)c2ccccc21)N1CCOCC1
→ 4	1	-6	-11	0.0	4.2	0	0.6	-4
- c1ccc(-c2ccccc2OCCCN2CCCCCC2)cc1
→ -7	-2	7	12	3.4	3.0	-24	4.4	1
- O=C(Nc1cccc(-c2cn3cccnc3n2)c1)c1ccc(Br)o1
→ -4	-8	1	2	0.5	3.7	-17	0.8	9
- Cc1cc(C)nc(SCc2nnc(SCC(=O)NCc3ccco3)n2-c2ccccc2)n1
→ 0	-11	-4	-3	-1.4	0.1	-11	-0.2	-1
- CC(NC(=O)COC(=O)c1ccc2c(c1)OCO2)c1ccccc1 (stereo unspecified)
→ -9	-17	-20	-6	-0.2	1.3	-13	0.1	26
- Cc1cc(Oc2ccc(C)c(Cl)c2)nc(SCC(=O)c2ccccc2)n1
→ -6	-2	0	0	0.8	1.2	-18	2.1	17
- CC(NC(=O)CCNS(=O)(=O)c1cccc2nsnc12)c1ccccc1 (stereo unspecified)
→ -15	-16	-32	-6	-0.6	1.2	-12	-0.7	-7

Additional results follow.
SMILES	OXTR potentiate	CHO-K1 Ca antag	TAAR1 antagonist	GPR7 antagonist	OXTR agonist	M1 ag parental	CHO parental Ca	V1aR counter	CHO-K1 Ca PAM
O=C(NCc1cccnc1)c1cc(C2CCCN(S(=O)(=O)c3cccs3)C2)on1 (stereo unspecified)	.	-13	6	.	.	0.6	.	.	-1
CCOC(=O)c1sc(NC(=O)CSc2nc3c(cc2C#N)CCCCCC3)c(C#N)c1C	-5	-9	0	-9	0.4	-0.1	-8	0.1	18
O=C(Nc1ccc(F)cc1F)c1c(C(F)(F)F)ccnc1Oc1ccccc1	4	-5	-58	-6	-3.0	-0.1	-22	-0.5	5
CC(C)(C)NC(=O)C[C@H]1C[C@H](C(=O)N2CCCCC2)[C@@]2(C)c3[nH]c4cc(-c5ccco5)ccc4c3CCN2C1=O	.	-6	-22	.	.	0.1	-22	.	20
COc1ccc(N2CCN(CC(=O)Nc3ccc(C)cc3Br)CC2)cc1	.	-14	2	.	.	0.4	.	.	19
CCSc1nnc(NC(=O)C2CC(=O)N(Cc3ccc(C)cc3)C2)s1 (stereo unspecified)	-1	2	-32	-10	2.6	3.6	-17	1.5	-25
O=C(c1ccccc1)N1CCN(CC(O)COC2CCCCC2)CC1 (stereo unspecified)	-5	-2	-5	3	0.9	7.0	-3	0.5	23
COc1ccc(C(O)P(=O)(OCc2ccccc2)c2ccc(N(C)C)cc2)cc1 (stereo unspecified)	-3	2	8	-9	-0.1	12	-12	0.5	7
CCOC(=O)CCNC(=O)N1CCCC(CCC(=O)N(C)CCc2ccccn2)C1 (stereo unspecified)	-8	1	-5	-12	0.7	-0.4	-4	0.0	-3
CCOC(=O)C(CCC#N)(CCC#N)C(=O)OCC	6	23	-3	-9	1.0	-0.5	-5	1.6	-2
C/C=C(\C)C(=O)NCCN1C2=NC[C@@H](C)N2C[C@H]1Cc1ccc(O)cc1	-4	0	-1	-21	0.0	-0.4	-7	0.1	13
CCOc1ccc(CC(=O)NNC(=O)NC2CCCCC2)cc1	-18	-21	20	-5	-1.2	0.3	-7	0.2	13
